# AID2073 = disruptors of CaV2.2 binding to Mint1 – biochemical, HTRF (AID 2073); HTRF protein-protein interaction, Mint1-CaV2.2; higher % means a stronger effect; inhibition, % at 20 µM; hits with a dose series show IC50 in µM; 290,000 tested, 0.19% active; in the data active means inhibition mostly above about 51%, no sharp cut-off; inconclusive means no clear call, values can overlap the other calls; inactive means mostly below about 53%; further: some results filed as inactive read as strong as hits
# HIV peptide binding = cell-free HIV fusion peptide-binding blockers – biochemical, uHTS, fluorescence dequenching, primary screen (AID 1986). 290,000 tested, 0.3% active. inhibition, % at 20 µM, or IC50 in µM where a hit was titrated. cell-free peptide binding, fluorescence dequenching, 30 min; higher % means a stronger effect; in the data active means inhibition mostly above about 52%, no sharp cut-off; inactive means mostly below about 76%; further: some results filed as inactive read as strong as hits
# An asterisk follows results filed as active; u = inconclusive. Only part of the results is shown. The share of hits here may be higher or lower than overall.
# Preview (three entries):
no.	Structure	AID2073	HIV peptide binding
1	CC1(C)CC(NS(=O)(=O)c2ccc3ccccc3c2)CC(C)(C)N1	0%	1.6%
2	COc1ccc(-c2nc(CS(=O)(=O)CC(=O)NCc3ccc(F)cc3)c(C)o2)cc1	-3%	2.6%
3	O=C(O)[C@H]1CCCN1C(=O)c1ccccc1N1C(=O)[C@@H]2Cc3c([nH]c4ccccc34)C(c3cccc(Cl)c3)N2C1=O (some centres undefined)	3%	9.4%

# The listing, previewed entries included:
no.	Structure	AID2073	HIV peptide binding
1	CC1(C)CC(NS(=O)(=O)c2ccc3ccccc3c2)CC(C)(C)N1	0%	1.6%
2	COc1ccc(-c2nc(CS(=O)(=O)CC(=O)NCc3ccc(F)cc3)c(C)o2)cc1	-3%	2.6%
3	O=C(O)[C@H]1CCCN1C(=O)c1ccccc1N1C(=O)[C@@H]2Cc3c([nH]c4ccccc34)C(c3cccc(Cl)c3)N2C1=O (some centres undefined)	3%	9.4%
4	CCN(CC)S(=O)(=O)c1ccc2c(c1)N(CC(=O)N1CCCC1)C(=O)CO2	-1%	0.2%
5	COc1ccc(OC)c(CNC(=O)CCC(=O)N2Cc3cccc(OC)c3Oc3ncccc32)c1	u	1.2%
6	CCOc1ccc(S(=O)(=O)N(CC)CC(=O)N2CCOCC2)cc1C	8%	-0.9%
7	O=C(Nc1ccc(N2CCOCC2)cc1)c1ccc([N+](=O)[O-])o1	6%	-0.6%
8	COc1cc(OC)cc(C(=O)Nc2ccc(NC(=O)c3ccco3)c(C)c2)c1	16%	2.3%
9	COc1cccc(CN2CCC(Oc3ccc(C(=O)NCc4ccccn4)cc3)CC2)c1O	9%	-1.8%
10	COc1cccc(CN(C(=O)c2cc3ccccc3oc2=O)C2CCS(=O)(=O)C2)c1 (centres undefined)	6%	-0.8%
11	CCc1cc(=O)oc2cc(OCC(=O)NCCCN3CCOCC3)c(Cl)cc12	-3%	-0.5%
12	Cn1c(O)c(N=NC(=O)CNC(=O)/C=C/c2ccccc2)c2ccccc21	16%	-2.5%
13	CCOc1ccc(-c2nc(S(=O)(=O)c3ccccc3)c(NC)o2)cc1	7%	1.1%
14	COc1ccc2cc(C(=O)N3CCN(c4ccccc4OC)CC3)[nH]c2c1	2%	1.1%
15	COc1ccc(CCNC(=O)CN(c2cc(C)cc(C)c2)S(=O)(=O)c2c(C)noc2C)cc1OC	-10%	-2.0%
16	O=C(NC12CC3CC(CC(C3)C1)C2)c1cccc(OC(F)F)c1	11%	-0.2%
17	COc1ccccc1NS(=O)(=O)c1ccc2oc(=O)ccc2c1	6%	-0.7%
18	COc1ccccc1CNC(=O)c1oc2ccccc2c1C	8%	-1.0%
19	COc1ccc(Nc2ncnc3ccc(Br)cc23)c(OC)c1	10%	1.8%
20	CCc1nnc(SCC(=O)Nc2ccc3c(c2)OCO3)n1CC	13%	0.2%
21	Cc1c(C(=O)Nc2ccccc2N2CCOCC2)sc2nc3n(c(=O)c12)CCC3	2%	0.2%
22	CCC(CC)C(=O)N1CC(=O)Nc2ccc(F)cc2C1c1ccc(F)cc1 (centres undefined)	-8%	1.6%
23	COc1ccc(CCNc2ncnc3c2c(C)c(C)n3CCO)cc1OC	8%	1.2%
24	O=C(NC1CCCN(Cc2ccc(Cl)cc2)C1)c1ccccc1C(F)(F)F (centres undefined)	0%	2.4%
25	Cc1cc(NC(=O)C(C)Oc2ccc(C(C)(C)C)cc2)no1 (centres undefined)	5%	0.3%
26	Cn1ccnc1SCC(=O)NC1CCCC1	4%	-1.0%
27	COc1cccc2c1Oc1cc([N+](=O)[O-])cc(N(C)C(C)=O)c1C=C2	8%	0.6%
28	CCOc1ccc(CNC(=O)C2Cc3cc(S(=O)(=O)N4CCCCC4)ccc3N2C(C)=O)cc1 (centres undefined)	6%	-1.6%
29	COc1ccc(C(=O)Nc2cc3c(cc2N2CCCCC2)n(C)c(=O)n3C)cc1OC	1%	-0.8%
30	CCN(C(=O)CCc1ccccc1)C1CCCCC1	7%	-0.1%
31	O=C(Nc1cccnc1)c1cc(S(=O)(=O)N2CCOCC2)ccc1Br	-2%	2.6%
32	C[C@H](NC(=O)C1CC(=O)N(c2ccc3c(c2)OCCO3)C1)C(=O)NCc1ccco1 (some centres undefined)	-1%	-0.7%
33	Cc1ccc(Cc2c(C)nc3nc(SCC(=O)NCCCN4CCCCCC4)nn3c2C)cc1	9%	5.2%
34	Cc1ccccc1CN1CCc2cc([N+](=O)[O-])ccc21	3%	-3.2%
35	CCc1ccc2c(CN(C)Cc3ccc(OC(F)F)c(OC)c3)cc(=O)oc2c1	6%	-0.9%
36	O=C(c1cc(-c2cccc(Cl)c2)on1)N1CCN(c2ccccc2)CC1	16%	0.3%
37	CCc1nnc2n1N=C(c1ccc(Cl)cc1Cl)CS2	3%	-0.1%
38	CC(=O)Nc1ccc(-c2nc3ccccc3c(=O)o2)cc1	26%	0.6%
39	CCC(C)NC(=O)c1ccc(CN2CCc3ccccc3C2)cc1 (centres undefined)	4%	2.1%
40	CC1CCN(CCCNC(=O)Cn2ncc3c([nH]c4ccccc43)c2=O)CC1	13%	1.1%
41	O=C(NCCN1CCN(C(=O)c2ccccc2Cl)CC1)C(=O)NCc1ccccc1	16%	1.4%
42	O=C(O)C1CCCCC1C(=O)Nc1ccc(S(=O)(=O)N2CCCCCC2)cc1 (centres undefined)	10%	1.7%
43	CCOC(=O)N1CCc2c(sc(NC(=O)C3COc4ccccc4O3)c2C(N)=O)C1 (centres undefined)	11%	3.8%
44	COc1cccc(CN(C)CC(O)COc2cc(Cl)ccc2Cl)c1 (centres undefined)	9%	1.3%
45	O=C(c1cc(COc2ccc(F)cc2Cl)on1)N1CC[C@@H]2CCCC[C@H]2C1	1%	2.2%
46	O=C(N/N=C/c1cccnc1)c1ccc(NC(=O)c2ccccc2Cl)cc1	2%	0.0%
47	CCOC(=O)C1=C(COC(=O)CNS(=O)(=O)c2ccc(C)cc2)NC(=O)NC1C (centres undefined)	-6%	-0.6%
48	O=C(CN1CCCCCC1)Nc1ccc([N+](=O)[O-])cc1Cl	18%	-0.5%
49	COc1ccc(CC(=O)Nc2sc3c(c2C(N)=O)CCCC3)cc1	-1%	2.3%
50	Cc1cccc(SC2CCN(C(=O)C3CCC(=O)N(C4CC4)C3)CC2)c1 (centres undefined)	-2%	-1.1%
51	O=C(CSc1nnc(CNC(=O)c2ccccc2)o1)NCc1ccco1	18%	1.5%
52	CN(C(=O)c1ccc(S(=O)(=O)N(C)C)cc1)c1ccc2ccccc2c1	0%	-2.0%
53	COc1ccc(CCNC(=O)C(=O)NCC2OCCN2S(=O)(=O)c2ccc(C)cc2)cc1 (centres undefined)	-4%	-0.6%
54	Cc1ccc(NC(=O)CSc2n[nH]c(-c3ccncc3)n2)c(C)c1	21%	-0.9%
55	Cc1cccc(OC(C)C(=O)Nc2ccc(S(=O)(=O)N3CCCC3)cc2)c1 (centres undefined)	u	-0.4%
56	CN(C)c1cccc(C(=O)NCC(c2ccco2)N(C)C)c1 (centres undefined)	13%	-2.0%
57	COc1cc(CNc2ncc(-c3ccc(Cl)cc3)n2C)cc(OC)c1OC	2%	-0.7%
58	COc1cccc(OCc2cc(C(=O)N(Cc3nccn3C)C(C)C)no2)c1	3%	0.8%
59	CC1CN(C(=O)CCC(=O)NCCCN2CCC(Cc3ccccc3)CC2)c2cc(Cl)ccc2O1 (centres undefined)	3%	-1.1%
60	COc1ccc(-c2cc(C)no2)cc1S(=O)(=O)NCc1ccc(OC(C)C)cc1	-2%	-0.3%

# Part of the list above, screen by screen:
52) CN(C(=O)c1ccc(S(=O)(=O)N(C)C)cc1)c1ccc2ccccc2c1
53) COc1ccc(CCNC(=O)C(=O)NCC2OCCN2S(=O)(=O)c2ccc(C)cc2)cc1 (centres undefined)

entry no. | 52 | 53
AID2073 | 0% | -4%
HIV peptide binding | -2.0% | -0.6%

# Carrying on.
no.	Structure	AID2073	HIV peptide binding
61	CCc1cccc(NS(=O)(=O)c2cccc3cccnc23)c1	8%	-0.1%
62	O=C(CN1C(=O)S/C(=C\c2ccccc2)C1=O)NCCCn1ccnc1	-30%	-0.6%
63	COc1ccc(OC)c(S(=O)(=O)N2CCN(Cc3ccccc3)CC2)c1	-8%	-0.7%
64	O=C(N/N=C/c1ccccn1)c1ccc(Cl)c(Cl)c1	6%	-0.7%
65	O=C(OCCN=C1NS(=O)(=O)c2ccccc21)c1ccccc1F	23%	2.5%
66	COc1ccc(CNC(=O)C2CCN(C(=O)c3sccc3-n3cccc3)CC2)cc1	5%	-1.3%
67	CCCc1cc(=O)oc2c(C)c(OC(C)C(=O)NCc3ccccn3)ccc12 (centres undefined)	-1%	1.4%
68	COc1ccc(C(=O)Nc2ccc(C(=O)N3CCC(C)CC3)cc2)cc1OC	-6%	-1.1%
69	Cc1cc(C)cc(OCC(=O)N2CCc3ccccc3C2)c1	0%	-0.9%
70	CCc1ccc(OCC(=O)NNC(=S)NC(=O)C2CCCCC2)c(Br)c1	-20%	0.2%
71	O=C(NCCN1CCN(c2ccccc2F)CC1)c1ccc2nc3ccccc3c(=O)n2c1	40%	1.1%
72	COc1ccccc1/C=N/NC(=O)c1nnn(-c2nonc2N)c1-c1cccs1	7%	1.6%
73	COc1ccc(C(=O)NC2CC2)cc1OC1CCN(Cc2cc(C)cc(C)c2)CC1	4%	1.2%
74	N#CCc1c(C#N)c(N)nc(N2CCN(S(=O)(=O)c3ccccc3F)CC2)c1C#N	13%	0.3%
75	Cn1c(=O)[nH]c(=O)c2c1nc(SCC(=O)O)n2CCCc1ccccc1	8%	-1.4%
76	COc1ccc(-c2cc(C(=O)N3CCN(c4ccc(F)cc4)CC3)no2)cc1OC	1%	0.6%
77	COc1cccc(OCc2cc(C(=O)N3CCN(C(=O)c4ccco4)CC3)no2)c1	10%	-0.4%
78	CC(=O)N(C1=C(Cl)C(=O)c2ccccc2C1=O)c1ccc(C(=O)O)cc1	3.4µM*	1.0%
79	CS(=O)(=O)c1ccc2nc(NC(=O)c3ccccc3)sc2c1	5%	0.9%
80	CC1CCN(c2ccc3nnc(CCC(=O)Nc4cc(F)ccc4F)n3n2)CC1	5%	-0.8%
81	Cc1c(CCC(=O)O)c(=O)oc2cc(OCc3cccc(F)c3)ccc12	16%	2.7%
82	Cc1c(C)c2ccc(OCC(=O)N3CC[C@@]4(O)CCCC[C@H]4C3)c(C)c2oc1=O	10%	-0.9%
83	COc1ccc(-c2cc(C(=O)N/N=C/c3cccnc3)c3ccccc3n2)cc1	23%	-0.8%
84	COc1ccc(/C=C/C(=O)NCC(=O)N/N=C/c2cccs2)cc1	13%	-0.1%
85	O=C(/C=C/c1ccccc1O)c1ccco1	24%	-0.9%
86	COc1cc(NC(=O)C/C(C)=N/NC(=O)C2CCCCC2)c(OC)cc1Cl	-22%	1.1%
87	COc1ccccc1CNC(=O)c1ccc(CS(=O)Cc2cccc(Cl)c2)o1 (centres undefined)	4%	1.6%
88	CC(C)(C)CN1CCC(Oc2cccc(C(=O)N3CCNC(=O)C3(C)C)c2)CC1	3%	0.0%
89	COc1ccccc1OCCCC(=O)Nc1ccc2c(c1)OCCO2	1%	0.2%
90	Cc1ccc(N2C(=O)C3CCCN3C2=S)cc1Cl (centres undefined)	-20%	7.1%

# Values by screen from above:
# Nos. 74 to 84 in HIV peptide binding: 0.3%, -1.4%, 0.6%, -0.4%, 1.0%, 0.9%, -0.8%, 2.7%, -0.9%, -0.8%, -0.1%
# Nos. 74 to 84 in AID2073: 13%, 8%, 1%, 10%, 3.4µM*, 5%, 5%, 16%, 10%, 23%, 13%

# More entries
no.	Structure	AID2073	HIV peptide binding
91	CC(=O)NC1C(=O)N(CCN2CCOCC2)c2ccc(Cl)cc21 (centres undefined)	3%	-0.3%
92	O=C(NCCCN1CCOCC1)c1ccc2c(c1)N(Cc1cccc(Cl)c1)C(=O)c1ccccc1S2=O (centres undefined)	-7%	-0.8%
93	Cc1cccc(OCC(=O)NCc2ccc(F)cc2)c1	8%	1.6%
94	COc1ccc(C(=O)CSc2nnc(CNC(=O)c3ccccc3F)n2C)cc1OC	4%	0.0%
95	CCOc1ccc(CCNC(=O)c2c(C)nn(-c3ccccc3)c2Cl)cc1OCC	4%	-0.4%
96	O=C(c1ccccc1)N1CCN(C(=O)c2nn3c(C(F)(F)F)cc(-c4ccco4)nc3c2Cl)CC1	48%	-2.6%
97	O=C(C1CCN(S(=O)(=O)c2cccc3nsnc23)CC1)N1CCCCC1	-4%	-0.5%
98	COc1ccccc1NC(=O)CSc1nn2c(=O)c(C)nnc2s1	-4%	0.7%
99	CN(C)S(=O)(=O)c1ccc(C(=O)OCC2CC2(Cl)Cl)cc1 (centres undefined)	-11%	-1.2%
100	Cc1cc(C(=O)NC(C)C2CCCO2)c(C)o1 (centres undefined)	35%	0.1%
101	O=C(Nc1nnc(C2CC2)s1)c1cc(Cl)sc1Cl	u	1.1%
102	COc1cccc(C(=O)NNC(=O)C2CCCO2)c1 (centres undefined)	10%	0.6%
103	O=C(c1ccc(CS(=O)c2ccc(F)cc2)o1)N1CCN(C2CCCCC2)CC1 (centres undefined)	6%	1.6%
104	COc1ccc(C2SCC(=O)N2c2ccccc2)cc1 (centres undefined)	16%	0.5%
105	c1cnc2ccc(-c3ccc4ncccc4c3)cc2c1	23%	-1.3%
106	O=C(Nc1nnc(Cc2ccccc2)s1)Nc1ccccc1F	-2%	-1.1%
107	CCc1cccc(NC(=O)CCc2c(C)nn(-c3ccc(N4CCOCC4)nn3)c2C)c1	30%	-2.2%
108	CC(C)c1c(C(=O)N/N=C/c2ccc(OCc3ccccc3)cc2)nnn1-c1nonc1N	12%	0.0%
109	CN(C)Cc1c(C(=O)N/N=C/C=C/c2ccccc2)nnn1-c1nonc1N	10%	-1.4%
110	COc1ccc(CNC(=O)CCC(=O)Nc2ccc(Cl)cc2)cc1	9%	-0.5%
111	COc1cc(CN2CCNC(=O)C2CC(=O)NCCCC2CCCC2)cc(OC)c1 (centres undefined)	11%	1.7%
112	CCN(CC)S(=O)(=O)c1ccc(OCC(=O)NC(=O)c2ccccc2OC)c([N+](=O)[O-])c1	2%	-1.0%
113	COc1ccc(Cl)cc1NC(=O)CC(=O)Nc1cc(Cl)ccc1OC	12%	0.4%

# High-throughput results (PubChem)
